Compound activity: PubChem BioAssay, The Scripps Research Institute Molecular Screening Center
SRC1 TRFRET art: flags TR-FRET format artefacts in PPARgamma SRC-1 recruitment agonist screen; actives 0.34% (n = 99,000); TR-FRET detection artefact counter-screen, emission ratio; hits give high values; TR-FRET ratio at 8 µM; AID 1051; in the data active means TR-FRET ratio above about 2300; further: inactives centre near 1800; reference of the scale not given here
SRC3 TRFRET art: counter-screen for PPARgamma SRC-3 recruitment agonists: TR-FRET artefact; PPARgamma/SRC-3 format; hits give high values; TR-FRET ratio at 8 µM; actives 0.39% (n = 99,000); in the data active means TR-FRET ratio above about 2000; further: inactives centre near 1600; reference of the scale not given here
Numbers without * were called inactive. Not all compounds are listed, so the mix of outcomes need not match the whole.

SMILES | SRC1 TRFRET art | SRC3 TRFRET art
CCOc1cc(-c2c(C)c(CC)nc(N)c2C#N)ccc1O | 1850 | 1391
CCOC(=O)C1C(c2ccc(O)c(O)c2)NC(=S)NC1(O)C(F)(F)F (stereo not drawn) | 1846 | 1548
Clc1ccc(-c2cc(COc3ccccc3)on2)cc1 | 1490 | 1208
CN(C)c1nc(NC(C)(C)C)nc(SCC(=O)Nc2ccccc2)n1 | 1633 | 1406
Cc1c(NC2(C#N)CCCCC2)c(=O)n(-c2ccccc2)n1C | 1824 | 1587
COCCOC(=O)c1c(NC(=O)CN2CCCc3ccccc32)sc(C(N)=O)c1C | 1812 | 1581
Cc1cccc(N2CCN(C(=S)Nc3ccc4nc5n(c(=O)c4c3)CCCCC5)CC2)c1C | 1667 | 1632
CCO/C=C1\N=C(c2ccc(F)cc2)OC1=O | 1641 | 1555
CCOc1ccc(NC(=S)N(CC)Cc2ccccc2)cc1 | 1871 | 1722
Cn1c(=O)nc2n(Cc3ccccc3)c3cccc(Cl)c3cc-2c1=O | 1989 | 1383
Cc1ccc(NNC2CC(=O)N(c3cccc(Cl)c3)C2=O)cc1 (stereo not drawn) | 1621 | 1636
O=C1NN(c2ccccc2)C(=O)/C1=C/c1ccc(-c2ccc(Cl)c(C(=O)O)c2)o1 | 2008 | 1635
CN(C)CC(=O)N1c2ccccc2Sc2ccc(Cl)cc21 | 1621 | 1719
Cc1nn(-c2ccccc2)c2c1C(c1ccc(Br)s1)C(C#N)=C(N)O2 (stereo not drawn) | 1969 | 1563
Cc1ccc(S(=O)(=O)NCc2ccc(C(=O)N3CCc4ccccc4C3)cc2)cc1 | 1823 | 1742
Cc1ccccc1OCC(=O)Nc1cc(S(=O)(=O)N2CCCCC2)ccc1N1CCN(C)CC1 | 1873 | 1503
COc1cc(C)ccc1OCCOCCOc1cc(C)c(C)cc1Br | 1925 | 1497
Cn1c(C(=O)O)c(C=O)c2ccccc21 | 1590 | 1604
NNc1nccc(Nc2ccccc2C(=O)O)n1 | 1929 | 1664
CN(c1cccc(NC(=O)CN(c2cccc(Cl)c2)S(=O)(=O)c2ccc(Cl)cc2)c1)S(C)(=O)=O | 1747 | 1674
CCN(CC)S(=O)(=O)c1cccc(C(=O)N/N=C(\C)c2ccc(O)cc2O)c1 | 1984 | 1548
O=C(CSc1ccccc1)N1CCC(N2CCC(C(=O)N3CCCC3)CC2)CC1 | 1652 | 1645
Cc1ccc(S(=O)(=O)N2CCOCC2)cc1NC(=O)CSc1nnc(N)s1 | 1781 | 1737
C/C(=N\Nc1nc(N2CCOCC2)nc(N2CCOCC2)n1)c1cccc([N+](=O)[O-])c1 | 1621 | 1446
COc1ccc(N=C2SC(CC(=O)Nc3ccccc3)C(=O)N2CCc2ccccn2)cc1 (stereo not drawn) | 1825 | 1576
NC(=O)Nc1ccccc1C(=O)NCCc1ccccc1 | 1828 | 1615
CCN(CC)CCNC(=O)c1ccc(NC(C)=O)cc1 | 1573 | 1474
c1cncc(COC2CCCN(Cc3nc(-c4cccs4)no3)C2)c1 (stereo not drawn) | 1905 | 1288
COC(=O)c1sc(NC(=O)COc2cccc(C)c2)nc1C | 1898 | 1657
Cc1ccc(C(=O)NC(=O)CSc2ncccc2C(=O)O)cc1 | 1640 | 1704

Some values from above:
Under SRC3 TRFRET art, COc1ccc(N=C2SC(CC(=O)Nc3ccccc3)C(=O)N2CCc2ccccn2)cc1 (stereo not drawn) has the entry 1576
Under SRC1 TRFRET art, C/C(=N\Nc1nc(N2CCOCC2)nc(N2CCOCC2)n1)c1cccc([N+](=O)[O-])c1 has the entry 1621

In the list so far, two have fluorine.
SMILES | SRC1 TRFRET art | SRC3 TRFRET art
CCOC(=O)C1C(c2ccc(O)c(O)c2)NC(=S)NC1(O)C(F)(F)F (stereo not drawn) | 1846 | 1548
CCO/C=C1\N=C(c2ccc(F)cc2)OC1=O | 1641 | 1555

Other compounds
SMILES | SRC1 TRFRET art | SRC3 TRFRET art
COc1ccc2nc(Nc3nc4cc5c(cc4s3)OCO5)sc2c1 | 2071 | 1677
COc1ccc(CN2CCNC(=O)C2CC(=O)NC2Cc3ccccc3C2)c(OC)c1 (stereo not drawn) | 1747 | 1618
O=C(COC(=O)CCc1ccc(S(=O)(=O)N2CCOCC2)cc1)NC(=O)NC1CCCCC1 | 1736 | 1606
COc1cc(CN2CCN(c3ccccc3C)CC2)cc([N+](=O)[O-])c1O | 1965 | 1456
O=C(CN(C(=O)c1ccccc1Cl)N1C(=O)C2C3C=CC(C3)C2C1=O)c1cccs1 (stereo not drawn) | 1899 | 1538
O=C(NNC(=S)Nc1ccc(F)cc1)C1CC1c1ccc(Cl)cc1 (stereo not drawn) | 1857 | 1690
O=C(COn1nnc2ccc(Cl)cc21)Nc1ccc(F)cc1 | 1858 | 1406
Cc1occc1C(=O)NNC(=O)C1CC1 | 1614 | 1597
N/C(=N\OC(=O)Cc1ccc([N+](=O)[O-])cc1)c1ccccn1 | 1775 | 1337
O=[N+]([O-])c1ccccc1S(=O)(=O)NCCc1ccncc1 | 1654 | 1513
Cc1ccc(CSc2nc3nc(C)cc(C)c3c(=O)[nH]2)cc1 | 1901 | 1618
O=C(CSc1ccc(-c2ccccn2)nn1)NC1CCCC1 | 2043 | 1529
CCN(CC)c1nc(Oc2ccc(=O)[nH]n2)nc(N2CCOCC2)n1 | 1786 | 1601
COc1ccc(C(=O)Nc2ccc(/C(C)=N/NC(=O)c3ccccc3O)cc2)cc1OC | 1629 | 1413
Cc1ccc(S(=O)(=O)N2CCN(CC(O)c3ccccc3)CC2)cc1C (stereo not drawn) | 1967 | 1469
Cc1ccccc1/C=N/NC(=O)Cn1nnc(N)n1 | 1638 | 1613
COc1ccc(-c2[nH]ncc2-c2nc(C)cs2)c(O)c1 | 2025 | 1618
CCOC(=O)C1(CCCc2ccccc2)CCN(C(=O)c2ccoc2)CC1 | 1733 | 1708
CCOC(=O)C1=C(c2ccccc2)NC(=O)NC1c1cc(Cl)c(O)c(OC)c1 (stereo not drawn) | 1975 | 1537
Cc1ccc(S(=O)(=O)N(CCC(=O)Nc2ccc(OC(F)(F)F)cc2)c2ccccc2)cc1 | 1573 | 1590
CC(C)C(c1nnnn1CCc1ccccc1)N1CCSCC1 (stereo not drawn) | 1942 | 1736
COc1cc(C2C(C#N)=C(N)Oc3c2c(-c2ccccc2)nn3-c2ccccc2)cc(OC)c1OC (stereo not drawn) | 1813 | 1616
Cc1ccccc1/C=C\c1nc2ccccc2c(=O)[nH]1 | 1815 | 1647
NC(=O)NCc1ccccc1Cl | 1649 | 1464
Cc1ccc(CC(=O)NCc2ccc(F)cc2)cc1 | 1915 | 1587
CC(O)c1cccc(NC(=O)CCCc2ccccc2)c1 (stereo not drawn) | 1809 | 1547
O=C(Nc1ccc(Br)cc1)C(c1ccccc1)c1ccccc1 | 1894 | 1612
Cc1ccc([N+](=O)[O-])c(OCCN2CCCCCC2)c1 | 1825 | 1656
CC1Oc2ccccc2N(CC(=O)c2ccc(F)cc2)C1=O (stereo not drawn) | 1894 | 1614
COc1cc(C2SC(C)C(=O)N2CCc2ccccc2)cc(OC)c1OC (stereo not drawn) | 1772 | 1597
CCO[C@H]1OC(C(=O)NCc2nc3ccccc3[nH]2)=C[C@@H](c2ccc(C(F)(F)F)cc2)[C@@H]1CCCO | 1780 | 1563
Cc1ccc(NC(=S)NN(C)c2nc(C)cnc2C)cc1 | 1791 | 1512
O=C(O)C1=C[C@@H](c2coc3ccccc3c2=O)C[C@@H](OCc2ccc(CO)cc2)O1 | 1678 | 1551
COc1ccc(OC)c(CNC(=O)c2coc(=O)c3ccccc23)c1 | 1795 | 1440
COc1ccc(C(=O)Nc2ccc(C)cc2C(=O)c2ccccc2)cc1 | 1664 | 1403
Cc1nc(NC(=O)/C=C/c2ccccc2)n[nH]1 | 1766 | 1519
CC1(C)CC(=O)C2=C(C1)NC1=C(C(=O)c3ccccc31)C2c1ccc(Cl)cc1 (stereo not drawn) | 1581 | 1470
CCOc1ccc(C(C)C)cc1S(=O)(=O)N1CCOCC1 | 1741 | 1452
Cc1ccc2nc(N/C(=N/S(=O)(=O)c3cccs3)c3ccccc3Cl)sc2c1 | 1764 | 1779
O=S(=O)(c1ccc2ccccc2c1)N1CCCCCC1 | 1997 | 1696
COC(=O)c1onc(-c2c(OC)cc(OC)cc2OC)c1C(=O)OC | 1640 | 1614
O=C(COC(=O)c1ccc(O)cc1)Nc1ccccc1[N+](=O)[O-] | 1716 | 1500
CC(C)Cn1cnc2c1c(=O)n(CC(=O)N(C)C)c(=O)n2Cc1ccccc1 | 1733 | 1802
O=C1c2ccccc2C(=O)N1CCc1csc(NNc2nc(CCN3C(=O)c4ccccc4C3=O)cs2)n1 | 1860 | 1535
O=C1CN(S(=O)(=O)c2ccccc2)c2ccccc2N1 | 1882 | 1427
Cc1ccc(-n2cccc2/C=C2/NC(=O)N(CC(=O)Nc3cccc(C)c3)C2=O)cc1 | 1727 | 1280
CN1CCN(c2ccc(NC(=O)c3ccc(-c4cccc([N+](=O)[O-])c4)o3)cc2)CC1 | 1981 | 1550
COCCNC(=O)c1c[nH]c2ccc(S(=O)(=O)N3CCc4ccccc43)cc2c1=O | 1977 | 1616
CCOc1ccc(OCc2cccc(C(=O)N/N=C/c3cccnc3)c2)cc1 | 1938 | 1582
COc1ccc(C2CC(=O)Nc3ccccc3S2(=O)=O)cc1OC (stereo not drawn) | 1915 | 1498
O=C(CSc1nc2ccccc2[nH]1)N/N=C/C=C/c1ccccc1[N+](=O)[O-] | 1768 | 1624
O=C(C1CCN(c2nnc(N3CCCC3=O)s2)CC1)N1CCN(Cc2ccc3c(c2)OCO3)CC1 | 1650 | 1683
CCNc1nc(SCC(=O)Nc2ccc(Cl)c(Cl)c2)nc(N(C)C)n1 | 2025 | 1422
CCOC(=O)c1cc(-c2ccccc2)sc1NC(=O)C(C)OC(=O)c1cccnc1OCC (stereo not drawn) | 1621 | 1465
O=C1c2cccc(OCC(=O)N3CCCc4ccccc43)c2CCN1Cc1ccc(Br)cc1 | 1638 | 1560
CCOC(=O)c1ccc(Nc2cnc3ccccc3n2)cc1 | 1582 | 1666
COc1ccc(Cc2nnc(Nc3ccc4c(c3)OCCO4)[nH]c2=O)cc1 | 2025 | 1810
CCOC(=O)Cc1csc(NC(=S)NC(=O)c2ccc(C)cc2)n1 | 1524 | 1391
Cc1ccccc1C(=O)NNC(=O)C(=O)N1CCCCC1 | 1832 | 1479
CCN(CC)c1ccc(C=Nc2ccc(C#N)cc2)c(O)c1 | 2171 | 1452
The list goes on.
SMILES | SRC1 TRFRET art | SRC3 TRFRET art
O=C(NCC1(c2ccccc2)CCCC1)c1ccccc1Br | 1515 | 1441
COc1ccc(CCn2c(=O)c3cccnc3n(Cc3ccc([N+](=O)[O-])cc3)c2=O)cc1OC | 2271 | 1487
O=C1c2ccccc2C(=O)N1c1cccc(-c2csc(Nc3ccc4c(c3)OCO4)n2)c1 | 2024 | 1746
Cc1cc(C)n(C(=O)c2ccc([N+](=O)[O-])c(Cl)c2)n1 | 1601 | 1681
Cn1c(=O)c2c(nc(CN3CCOCC3)n2CCCO)n(C)c1=O | 1879 | 1593
Cc1scc(C(=O)N2CCN(c3ccc(Cl)cc3)CC2)c1C | 1728 | 1560
Cc1ccc(-n2cccn2)c(CN2CCCC(C(=O)c3sccc3C)C2)c1 (stereo not drawn) | 1902 | 1686
COCCN(CC(=O)NCC1CCCO1)C(=O)CCC(=O)Nc1ccccn1 (stereo not drawn) | 1488 | 1588
O=C(NCCN1CCOCC1)C(=O)NCc1ccc2c(c1)OCO2 | 1722 | 1620
Cc1nonc1CN(C)C(=O)c1ccc(OC2CCN(C(=O)c3cccnc3)CC2)cc1 | 1826 | 1758
Cc1cc(/C=C(\C#N)C(=O)NCc2cccs2)c(C)[nH]1 | 1978 | 1813
O=C1COc2ccc(C(=O)COC(=O)c3cnc(Cl)c(Cl)c3)cc2N1 | 1981 | 1534
Cc1onc(-c2c(Cl)cccc2Cl)c1C(=O)NC(=S)Nc1sc2c(c1C(N)=O)CCC(C)C2 (stereo not drawn) | 1822 | 1548
C=CCn1c(C(C)C)nc2ccccc21 | 1795 | 1682
Cn1c(=O)n(CC(=O)NC2CCCCC2)c(=O)c2ccccc21 | 1731 | 1501

Profiles, looked up by structure.
Cn1c(=O)n(CC(=O)NC2CCCCC2)c(=O)c2ccccc21 across the screens: SRC1 TRFRET art: 1731; SRC3 TRFRET art: 1501
O=C(NCC1(c2ccccc2)CCCC1)c1ccccc1Br across the screens: SRC1 TRFRET art: 1515; SRC3 TRFRET art: 1441

The listing picks up with the 5 entries that preceded the break.
SMILES | SRC1 TRFRET art | SRC3 TRFRET art
Cc1cc(/C=C(\C#N)C(=O)NCc2cccs2)c(C)[nH]1 | 1978 | 1813
O=C1COc2ccc(C(=O)COC(=O)c3cnc(Cl)c(Cl)c3)cc2N1 | 1981 | 1534
Cc1onc(-c2c(Cl)cccc2Cl)c1C(=O)NC(=S)Nc1sc2c(c1C(N)=O)CCC(C)C2 (stereo not drawn) | 1822 | 1548
C=CCn1c(C(C)C)nc2ccccc21 | 1795 | 1682
Cn1c(=O)n(CC(=O)NC2CCCCC2)c(=O)c2ccccc21 | 1731 | 1501
FC(F)Oc1ccccc1NC(=S)Nc1cccnc1 | 1906 | 1585
CC(C)c1ccc(C(=O)NCc2ccc(Cl)cc2)cc1 | 1562 | 1388
COC(=O)c1ccc(NC(=O)c2cccc(C)c2[N+](=O)[O-])cc1 | 1986 | 1493
CC1CC1c1ccc(/C=C(\C#N)C(=O)Nc2cccc(Cl)c2Cl)o1 (stereo not drawn) | 1971 | 1622
COc1cccc(OCCCn2cc(/C=C3/C(=N)N4C=C(C)SC4=NC3=O)c3ccccc32)c1 | 1957 | 1802
O=C(CCCn1cnc([N+](=O)[O-])n1)Nc1ccc(Cl)cc1Cl | 1754 | 1843
Cc1nc(NC(=S)Nc2ccccc2)sc1C | 1717 | 1518
